# From PubChem BioAssay
# STAT3 act = increases IL-6 driven STAT3 reporter signal. activation (% of control), % at 5.6 µM. actives 0.91% (n = 190,000). U3A cells, IL-6 STAT3-luciferase reporter, luminescence; 100% = signal with IL-6 EC80 alone. AID 871;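 active = activation above the screen-wide mean of compound activation plus 3 SD, cut at about 130% in these data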;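 also: 0% = background luminescence of wells with medium and substrate only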
#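 Material: human STAT1-deficient U3A cells with stable STAT3-luciferase reporter / Probe or stimulus: IL-6 stimulus at 33 ng/mL final / Schedule: 1 h compound pre-exposure, 6 h IL-6 stimulation, 37 °C / Technique: luminescence / Read-out basis: percent of IL-6-only median luminescence / Control set: IL-6-only high control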
# Diaphorase inh = inhibits diaphorase or chemically oxidizes, flagging diaphorase assay artifacts; diaphorase resazurin-to-resorufin fluorescence, NADH, 16 min; bacterial (C. kluyveri) enzyme, not human; inhibition, % at 20 µM; actives 0.69% (n = 190,000);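 active = primary screen inhibition at 20 µM above a set limit, cut at about 50% in these data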;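 also: plate controls were DMSO with full reaction for no effect and wells lacking NADH for full effect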
#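 Test system: diaphorase enzyme from Clostridium kluyveri; amount: diaphorase at 0.14 U/mL in enzyme working solution; detection: fluorescence of resorufin formed from resazurin, Ex 544/Em 590 nm; times: reaction incubation of 16 min at room temperature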
# STAT1 act = activators of IFN-gamma induced STAT1 signaling. activation (% of control), % at 5.5 µM. AID 932. NIH 3T3 STAT1-luciferase reporter, luminescence; 100% = IFN-gamma alone, no compound. actives 2.6% (n = 200,000);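 active = activation above the screen-wide mean activation plus 3 SD, cut at about 130% in these data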;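 also: raw ratio to IFN-gamma control signal so 100% means no change and 0% no light; values of inactives mirror those of a sister screen read the other way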
# Diaphorase act = activates diaphorase or chemically reduces, flagging diaphorase assay artifacts | Diaphorase/resazurin coupled assay, resorufin fluorescence, 16 min; hits give high values; 1 = vehicle wells, 0 = NADH-free wells | activation factor at 20 µM | actives 0.005% (n = 190,000) | AID 1229;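 active = diaphorase activity raised at least twofold by the compound at 20 µM; inactive = activation factor below 2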
#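 test system = bacterial diaphorase enzyme (C. kluyveri) | quantity = enzyme 0.07 U/mL final | reagent = NADH substrate 0.114 mM plus resazurin dye 0.1 mM, final | incubation = 16 min enzyme reaction, ambient temperature | buffer or medium = HEPES pH 7.4 buffer with MgCl2 and Tween 20 | signal = fluorescence of resorufin, 544 nm excitation, 590 nm emission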
# STAT1 blocker = STAT1 signaling inhibition; NIH 3T3 STAT1-luciferase reporter, IFN-gamma, luminescence; inhibition, % at 5.5 µM; actives 0.35% (n = 200,000); AID 920;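 active = inhibition above a set limit, the mean inhibition across all tested compounds plus 3 SD, cut at about 34% in these data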;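 also: 0% = IFN-gamma with DMSO and 100% = IFN-gamma with 300 µM nifuroxazide; values of inactives mirror those of a sister screen read the other way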
# Hsp70 activator = switches on Hsp70 transcription; activation, % at 10 µM; HeLa Hsp70 promoter luciferase reporter, luminescence; scaled: vehicle 0, proteasome-inhibitor control 100%; actives 0.04% (n = 200,000);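 active = activation above the mean across all tested compounds plus 3 SD, cutoff set per campaign, cut at about 5.5% in these data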;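 also: 100% = MG132 at 30 µM as the positive control and 0% = DMSO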
# APP 5UTR inh = APP translation inhibition | SH-SY5Y APP 5'UTR-luciferase reporter, luminescence | inhibition, % at 2 µM | actives 0.82% (n = 190,000);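 active = inhibition above a set limit, derived from the sample mean plus 3 SD, cut at about 45% in these data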; also: values of inactives mirror those of a sister screen read the other way
# STAT3 blocker = reduces IL-6 driven STAT3 reporter signal | U3A cells, IL-6 STAT3-luciferase reporter, luminescence; host cell line lacks STAT1 | inhibition, % at 5.5 µM | actives 0.89% (n = 190,000) | AID 862;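 active = inhibition above the mean inhibition across all screened compounds plus 3 SD, cut at about 44% in these data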;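 also: 0% = DMSO only wells and 100% = 100 µM nifuroxazide control wells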
# G6PDH CS = counter-screen for G6PDH assay hits: L. mesenteroides G6PDH inhibition; Purified L. mesenteroides G6PDH, diaphorase/resazurin coupled fluorescence, 45 min; AID 1020; inhibition, % at 5 µM; actives 0.12% (n = 200,000); in the data active = inhibition above about 50%
# TLR4 MyD88 comp = inhibitors of human TLR4-MyD88 binding. HeLa CL3-4 TLR4/MyD88 BLA complementation, FRET ratio. inhibition, % at 8.4 µM. O00206+Q99836. actives 0.18% (n = 200,000). AID 861; in the data active = inhibition above about 25%;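 also: 0% = vehicle and 100% = reference inhibitor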
# Target sequence (O00206 whole entry, looked up): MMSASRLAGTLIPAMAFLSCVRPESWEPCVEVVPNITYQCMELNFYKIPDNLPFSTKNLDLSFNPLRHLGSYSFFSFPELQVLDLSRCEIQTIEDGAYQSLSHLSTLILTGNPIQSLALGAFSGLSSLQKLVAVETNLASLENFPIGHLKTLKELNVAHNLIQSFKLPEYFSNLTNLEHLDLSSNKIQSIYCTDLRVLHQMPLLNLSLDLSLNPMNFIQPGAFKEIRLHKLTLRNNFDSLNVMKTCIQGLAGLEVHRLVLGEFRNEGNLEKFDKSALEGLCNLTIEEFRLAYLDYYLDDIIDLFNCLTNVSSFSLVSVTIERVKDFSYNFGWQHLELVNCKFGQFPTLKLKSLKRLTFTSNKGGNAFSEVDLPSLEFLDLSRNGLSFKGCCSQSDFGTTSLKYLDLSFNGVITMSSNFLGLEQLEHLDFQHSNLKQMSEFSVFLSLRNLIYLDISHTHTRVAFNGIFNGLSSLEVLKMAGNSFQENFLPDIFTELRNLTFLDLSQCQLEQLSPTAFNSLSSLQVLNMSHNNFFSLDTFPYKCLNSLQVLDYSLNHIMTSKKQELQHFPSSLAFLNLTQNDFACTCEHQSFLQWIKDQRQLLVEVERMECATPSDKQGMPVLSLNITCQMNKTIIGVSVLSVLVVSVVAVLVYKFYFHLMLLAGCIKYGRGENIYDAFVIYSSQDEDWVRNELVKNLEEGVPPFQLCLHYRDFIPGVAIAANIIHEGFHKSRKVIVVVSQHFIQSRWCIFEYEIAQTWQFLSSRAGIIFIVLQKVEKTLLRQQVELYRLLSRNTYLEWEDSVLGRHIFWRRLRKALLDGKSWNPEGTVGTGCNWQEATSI
# Target sequence (Q99836 whole entry, looked up): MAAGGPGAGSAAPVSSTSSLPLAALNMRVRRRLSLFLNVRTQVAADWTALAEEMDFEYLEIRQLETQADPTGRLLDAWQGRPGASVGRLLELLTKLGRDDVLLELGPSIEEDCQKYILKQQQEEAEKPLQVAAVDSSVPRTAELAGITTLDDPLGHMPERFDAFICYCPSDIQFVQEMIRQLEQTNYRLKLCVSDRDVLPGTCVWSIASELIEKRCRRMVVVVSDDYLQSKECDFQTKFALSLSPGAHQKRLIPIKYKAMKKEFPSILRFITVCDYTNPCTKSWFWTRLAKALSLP
# * marks the source's active call; other numbers are inactive results; / = not tested or not shown. Rows were taken by chance. About 6.1% of those tested had a hit in this group.
# Start of the data: the first 2 records as a preview:
SMILES,STAT3 act,Diaphorase inh,STAT1 act,Diaphorase act,STAT1 blocker,Hsp70 activator,APP 5UTR inh,STAT3 blocker,G6PDH CS,TLR4 MyD88 comp
COc1cc(C(=O)N(CCc2ccccc2)C2=CC3CCC(C2)N3C)cc(OC)c1OC (centres undefined),101,8,97,0.9,3,-0.1,-52,2,8,-11
C=CCn1cccc(C(=O)Nc2cc(OC)ccc2OC)c1=O,89,-4,104,1,-4,0.0,23,20,2,-12

# The whole of this part, previewed entries included:
SMILES,STAT3 act,Diaphorase inh,STAT1 act,Diaphorase act,STAT1 blocker,Hsp70 activator,APP 5UTR inh,STAT3 blocker,G6PDH CS,TLR4 MyD88 comp
COc1cc(C(=O)N(CCc2ccccc2)C2=CC3CCC(C2)N3C)cc(OC)c1OC (centres undefined),101,8,97,0.9,3,-0.1,-52,2,8,-11
C=CCn1cccc(C(=O)Nc2cc(OC)ccc2OC)c1=O,89,-4,104,1,-4,0.0,23,20,2,-12
COc1ccc(-c2[nH]ncc2N=Nc2cc(C)cc(C)c2)cc1,99,10,104,0.9,-4,0.2,3,4,1,-6
Cc1ccc(S(=O)(=O)NC(CC(=O)O)c2ccccc2)cc1 (centres undefined),104,22,100,0.8,0,-0.2,7,0,1,2
Cc1ccc(NC(=O)c2cc(-c3cccc(O)c3)on2)cc1C,99,22,106,0.8,-6,0.2,-31,7,6,-3
CN(CC(CC(=O)O)c1ccccc1)S(=O)(=O)c1ccc(Br)cc1 (centres undefined),102,12,103,0.9,-3,-0.2,3,2,26,1
CCNC(=S)NNC(=O)c1ccccc1OC(F)F,101,6,97,0.9,3,0.0,-3,-1,2,-18
CCC1(C)CC(C(CC(=O)O)c2ccc(C)cc2)CCO1 (centres undefined),101,-1,101,1,-1,-0.4,7,4,-1,-6
OC(CN1CCN(c2ccccc2)CC1)Cn1c2ccccc2c2ccccc21 (centres undefined),99,24,102,0.8,-2,-0.4,-7,2,5,-21
COc1cc(C=O)ccc1OCc1c(C)noc1C,99,8,101,0.9,-1,-0.3,17,-2,3,12
CC(C(=O)N=c1sc2ccccc2n1C)N1C(=O)C2CC=CCC2C1=O (centres undefined),125,-8,101,1.1,-1,-0.2,7,-22,-2,9
COc1ccc(-c2cc(C)nc3c(-c4ccccc4)cnn23)cc1,59,16,167*,0.8,-72,0.1,-168,51*,9,-13
C=CCn1c(-c2ccccc2)n[nH]c1=S,101,-10,103,1.1,-3,0.1,-15,1,12,-13
Cc1ccc(-c2cc(-c3ccccc3Cl)c(C#N)c(N)n2)o1,105,39,98,0.6,2,0.0,11,-2,-9,11
CCOc1ccc(C2C=C(c3ccc(F)cc3)Nc3ncnn32)cc1 (centres undefined),98,13,95,0.9,5,0.2,-1,6,-22,26*
COCCN(CC(=O)NCc1ccc(OC)cc1)C(=O)CCC(=O)Nc1nccs1,104,12,101,0.9,-1,-0.1,-3,4,2,-7
COc1cccc(/C=N/NC(=O)CC(=O)NCCc2ccccc2)c1OC,96,-5,105,1.1,-5,-0.1,-6,3,-2,-6
CCCNC(=O)c1ccc2c(c1)ncn2-c1cc(C)cc(C)c1,83,1,97,1,2,-0.1,-22,23,7,0
CCNC(=S)NNC(=O)c1cc(-c2cc(C)ccc2C)nc2ccccc12,95,8,105,0.9,-6,0.0,13,14,3,3
O=C(CSc1nnnn1C1CCCCC1)N1CCN(C(=O)c2ccco2)CC1,97,/,103,/,-3,-0.3,-5,12,7,-11
CC(C)(C)NS(=O)(=O)c1ccc2c(c1)oc(=O)c1cc(S(=O)(=O)NC(C)(C)C)ccc12,99,2,99,1,1,-0.2,14,2,2,0
COC(=O)c1ccc(=O)n(Cc2ccco2)c1,103,12,102,0.9,-4,-0.3,-3,0,4,-6
COc1ccc(OC)c2c1sc(=NC(=O)c1ccco1)n2C,166*,24,105,0.8,-6,-0.3,-6,-76,-6,11
O=[N+]([O-])c1cc(Br)c(O)c(/C=N/Nc2nnnn2-c2cccc3ccccc23)c1,111,34,96,0.7,5,0.1,13,-17,15,-5
O=C(COC(=O)c1cccc(S(=O)(=O)NCc2ccccc2)c1)c1ccc2c(c1)OCCO2,95,14,102,0.9,-2,0.0,-4,11,-26,-3
COCCNC(=O)C(c1cccs1)N(CCc1ccccc1)C(=O)Cn1nnc2ccccc21 (centres undefined),99,-3,95,1,5,-0.4,-3,5,-6,0
COc1cc(CCC(=O)OCC(=O)NC2CCCC(C)C2C)cc(OC)c1OC (centres undefined),98,2,90,1,10,-0.2,7,10,7,0
NNC(=O)c1ccc(CSc2cccc3cccnc23)cc1,90,13,102,0.9,-2,1.7,-22,16,1,0
COc1ccc(-c2nnn(CC(=O)N(CCO)C(C(=O)NC3CCCC3)c3ccncc3)n2)cc1 (centres undefined),101,17,101,0.8,-2,-0.2,-24,1,16,-6
O=c1oc2ccccc2n1CCCOc1ccccc1,93,16,116,0.8,-16,0.0,-26,9,6,-1
CCc1cccc(CC)c1NC(=O)COC(=O)CCc1cc(OC)c(OC)c(OC)c1,98,8,100,0.9,0,-0.6,-15,-2,19,3
NS(=O)(=O)c1ccc(N2C(=O)C3CC=CCC3C2=O)cc1 (centres undefined),99,7,101,0.9,-2,-0.1,-23,3,3,-5
CCOCCCN1C(=O)CN(C2CCCCCC2)C(=O)C1c1ccc(OC)cc1 (centres undefined),100,11,94,0.9,6,-0.3,-19,9,17,5
COc1ccc(C(C#N)N2CCCCC2)cc1OC (centres undefined),104,-2,101,1,-1,0.3,-8,1,1,7
CC1(C)C(c2ccccc2)=NC(c2ccc(F)cc2)N1O (centres undefined),100,8,99,0.9,1,-0.3,0,2,3,-8
COc1ccc(CCNC(=O)COC(=O)/C=C/c2cccs2)cc1,106,7,106,0.9,-8,-0.2,9,5,7,-8
CN(C)S(=O)(=O)c1cccc(NC(=O)COC(=O)/C=C/c2ccc3c(c2)OCO3)c1,108,20,113,0.8,-15,-0.1,-20,-7,1,2
CCOc1ccccc1CNC(=O)c1cn(C)c(=O)c2c1c1ccccc1n2C,105,16,100,0.8,0,0.2,-2,6,12,-8
CC1CC(C)CN(CCCNC(=O)COc2cc(=O)n(C)c3ccccc23)C1 (centres undefined),95,-2,100,1,0,-0.1,-8,9,5,8
Cc1ccc(C)c(S(=O)(=O)N2CCN(CC(=O)Nc3sccc3C#N)CC2)c1,95,23,92,0.8,9,-0.2,-13,9,-3,-14
CCOC(=O)N1CCC(Nc2ncnc3c2cnn3-c2ccccc2)CC1,98,14,95,0.9,6,-0.3,-5,9,16,-10
CN(/N=C/c1cccnc1)C1=NS(=O)(=O)c2ccccc21,70,10,99,0.9,1,-0.4,14,37,16,5
O=C(COc1ccc([N+](=O)[O-])cc1)Nc1cc(C(=O)O)cc(C(=O)O)c1,103,8,102,0.9,-4,0.0,-22,6,0,-7
Cc1ccccc1CS(=O)(=O)c1ccc(C(=O)N2CCC(C)CC2)cc1[N+](=O)[O-],99,13,99,0.9,1,-0.1,-8,8,6,-3
CCOc1cc(NC(=O)c2ccccn2)c(OCC)cc1NC(=O)c1ccccc1,86,/,99,/,1,-0.2,13,18,7,1
COc1ccc(OC)c(C2C3=C(CCCC3=O)Nc3c2c(=O)n(C)c(=O)n3C)c1 (centres undefined),93,7,100,0.9,0,-0.1,-11,10,-6,-10
Cc1ccc(/C=C/c2ccc(=O)n(Cc3ccccc3Cl)n2)cc1,95,12,100,0.9,-2,-0.4,-4,8,-1,4
CCN(CC)C(=O)Nc1c(C)n(C)n(-c2ccccc2)c1=O,99,12,88,0.9,7,-0.1,0,4,-3,-7
COC(=O)C1=C(N)Oc2cc(C)n(Cc3ccccc3)c(=O)c2C1c1ccccc1 (centres undefined),103,22,92,0.8,9,0.1,-9,-4,9,-7
O=C(N/N=C/c1ccc[nH]1)c1cccc([N+](=O)[O-])c1,100,9,110,0.9,-11,-0.4,0,2,-15,9

# The listing continues:
SMILES,STAT3 act,Diaphorase inh,STAT1 act,Diaphorase act,STAT1 blocker,Hsp70 activator,APP 5UTR inh,STAT3 blocker,G6PDH CS,TLR4 MyD88 comp
CCCNC(=O)CSc1nc2ccc(OCC)cc2s1,101,1,102,1,-3,-0.4,-7,3,1,10
CCOc1ccc(NC(=O)CC2C(=O)N(c3ccc(OC)cc3)C(=O)N2CCc2cccs2)cc1 (centres undefined),96,16,92,0.8,9,-0.2,3,7,-5,-9
N#Cc1ccccc1Oc1ccccc1C=O,91,7,107,0.9,-11,0.1,5,15,1,-4
COc1ccc(NC(=O)c2ccc(OC(F)F)cc2)cc1Cl,105,20,166*,0.8,-75,-0.1,-104,-4,-5,-3
O=C(Cc1cccs1)Nc1cccc(C(=O)Nc2ccco2)c1,94,8,98,0.9,3,-0.2,-4,9,-14,-9
CCN(CC)C(=O)C(C(=O)c1cccc([N+](=O)[O-])c1)n1cc(Cl)ccc1=O (centres undefined),105,6,99,0.9,0,0.0,18,1,2,10
CCOc1ccc2nc(NCCCNS(=O)(=O)c3ccc(F)cc3)c(C#N)cc2c1,94,/,102,/,-6,-0.6,26,11,/,17
O=C(NCC1CCCO1)NC12CC3CC(CC(C3)C1)C2 (centres undefined),106,10,104,0.9,-4,-0.1,6,0,1,18
C/C(=N\Nc1ccc(C(F)(F)F)cc1[N+](=O)[O-])C(C)C,92,8,91,0.9,11,-0.3,16,12,3,-7
COc1cc(NC(=O)COC(=O)CNC(=O)c2cc(C)cc(C)c2)c(C)cc1[N+](=O)[O-],101,3,109,1,-10,-0.5,-9,3,-2,-1

# An excerpt from above, showing only G6PDH CS, Diaphorase inh and APP 5UTR inh:
molecule	G6PDH CS	Diaphorase inh	APP 5UTR inh
N#Cc1ccccc1Oc1ccccc1C=O	1	7	5
COc1ccc(NC(=O)c2ccc(OC(F)F)cc2)cc1Cl	-5	20	-104

# The results go on.
SMILES,STAT3 act,Diaphorase inh,STAT1 act,Diaphorase act,STAT1 blocker,Hsp70 activator,APP 5UTR inh,STAT3 blocker,G6PDH CS,TLR4 MyD88 comp
O=S(=O)(c1ccc(-c2ccccc2)cc1)N1CCOCC1,130,11,115,0.9,-16,-0.3,10,-35,0,-4
CC(C)CN1CCN(Cc2ccc(CN3CCCCC3)s2)CC1CCO (centres undefined),110,0,94,1,4,-0.1,2,-6,2,6
Cc1ccc(-n2ncc3c(=O)n(CC(=O)N4CCN(c5ccccc5)CC4)cnc32)cc1,96,9,96,0.9,4,-0.2,15,9,1,-1
O=C(CCl)Nc1c[nH]c(=O)[nH]c1=O,94,4,107,1,-8,0.1,-24,12,2,-12
CS(=O)(=O)C1=NSC2=NC(=O)/C(=C\c3ccc(-c4ccccc4)o3)C(=N)N21,99,13,110,0.9,-11,-0.3,7,-1,2,-6
COc1ccc2[nH]c(C)c(CCNc3ccc(C(F)(F)F)cc3[N+](=O)[O-])c2c1,104,22,91,0.8,10,-0.4,5,-4,-1,10
